# USP1-UAF1 inh: Inhibitors of USP1/UAF1: Primary Screen. AID 743255, 2014. recombinant USP1/UAF1, Ub-Rhodamine cleavage fluorescence. Ubiquitin carboxyl-terminal hydrolase 1 (Homo sapiens), O94782. 0.23% of 390,000 active. Potency, µM (highest dose often 57.1 µM), inactives show at the highest dose activity change, negative = inhibition, actives largely listed as inhibitors; note: potency is the fitted concentration of half-maximal effect; % is set by controls: 0 for no effect and ±100 for the full control effect; nearly all actives have a fitted effect of over 60% in size; inactives centre near -12
#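 In this screen, compounds sit with the deubiquitinase complex (1nM) for 15 min at room temperature before Ub-Rho is added at 150nM final. Fluorescence rise is then followed for 6 reads every 60 seconds.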
# TrxR1 substrate: qHTS Assay for Substrates of Mammalian Selenoprotein Thioredoxin Reductase 1 (TrxR1): qHTS | Thioredoxin reductase 1, cytoplasmic (Rattus norvegicus), O89049 | Potency, µM (titrated, usually from 114 µM), for the others: top-dose activity change, negative = substrate turnover | 0.01% of 390,000 active | purified TrxR1 substrate turnover, NADPH consumption readout; note: potency is the fitted concentration of half-maximal effect; % is set by controls: 0 for no effect and ±100 for the full control effect; nearly all actives have a fitted effect of over 50% in size
#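 Rat TrxR1, dispensed at 90 nM, was prereduced with 400 uM NADPH (final) for 5 min at ~22 deg C, then incubated with compound 15 min before 400 uM selenite. A first-read NADPH fluorescence drop versus no-compound background flagged substrates.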
# D2 antagonist: HTS Assay for Allosteric Antagonists of the Human D2 Dopamine Receptor: Primary Screen for Antagonists. AID 485344, 2010. inhibition, % at 10 µM. HEK293 TREx D2 cells, calcium flux, dopamine EC80. 2% of 340,000 active. D(2) dopamine receptor (Homo sapiens), P14416; in the data active = inhibition above about 30%; note: 0% is about no effect
#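 Measurement of antagonist activity uses fluorescent calcium dye in inducible HEK293 T-REx D2 cells: 10 s baseline, compound addition with 180 s read, EC80 dopamine addition with a further 180 s read.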
# D2 agonist: HTS Assay for Allosteric Agonists of the Human D2 Dopamine Receptor: Primary Screen for Agonists; D(2) dopamine receptor (Homo sapiens), P14416; HEK293 T-REx D2 cells, calcium flux agonist mode; activation, % at 2 µM; 0.53% of 340,000 active; AID 485358, 2010;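 active = activation over 3 SD above normal in the single-dose calcium agonist read, cut at about 30% in these data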; note: 0% is about no effect
#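 In this primary screen, compounds producing a positive calcium signal within 180 s of addition to tetracycline-induced, force-coupled HEK293 Trex D2 cells are flagged; cells are dye-loaded with a no-wash calcium kit beforehand.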
# TrxR1 inh: qHTS Assay for Inhibitors of Mammalian Selenoprotein Thioredoxin Reductase 1 (TrxR1): qHTS; Thioredoxin reductase 1, cytoplasmic (Rattus norvegicus), O89049; recombinant rTrxR1, NADPH fluorescence consumption, selenite substrate; Potency, µM (titrated, usually from 114 µM), for inactives: at the top dose activity change, negative = inhibition, actives largely listed as inhibitors; 1% of 390,000 active; note: potency is the fitted concentration of half-maximal effect; % is set by controls: 0 for no effect and ±100 for the full control effect; nearly all actives have a fitted effect of over 65% in size
#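 Rat TrxR1 (90 nM in the dispensed reagent) was pre-reduced with 400 uM NADPH for 5 min at room temperature, then incubated with compound for 15 min. After 400 uM selenite was added, NADPH fluorescence (Ex 340/Em 450 nm) was followed for 8 min.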
# TRHR ag: qHTS for Small Molecule Agonists and Allosteric Enhancers of Human TRH Receptor: Primary Screen for Agonists | Thyrotropin-releasing hormone receptor (Homo sapiens), P34981 | TRHR cells, calcium flux fluo-8, FDSS agonist mode | activation, % at 2 µM | 0.18% of 360,000 active | AID 493084, 2011; in the data active = activation above about 30%; note: 0% is about no effect
# Target sequence (P34981 whole entry, looked up): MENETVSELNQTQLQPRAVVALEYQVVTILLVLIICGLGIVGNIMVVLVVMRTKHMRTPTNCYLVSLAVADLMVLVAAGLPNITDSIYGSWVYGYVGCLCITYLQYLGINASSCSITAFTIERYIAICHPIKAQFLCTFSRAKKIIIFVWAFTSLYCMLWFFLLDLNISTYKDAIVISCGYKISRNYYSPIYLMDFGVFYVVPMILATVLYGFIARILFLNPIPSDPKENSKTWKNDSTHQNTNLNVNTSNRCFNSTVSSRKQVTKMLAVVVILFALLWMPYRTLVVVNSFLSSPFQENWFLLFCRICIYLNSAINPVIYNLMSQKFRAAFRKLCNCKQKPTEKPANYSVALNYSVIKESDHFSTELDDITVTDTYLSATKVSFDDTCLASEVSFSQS
#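 Steps: seed TRHR cells overnight; add fluo-8 no-wash Ca dye, RT 30 min–1.5 h; record 10 s baseline; pin-transfer compounds; monitor fluorescence 1 cycle/s for the agonist window. Calcium increases flag candidate agonists.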
# mIDH1 inhibitor: qHTS for Inhibitors of mutant isocitrate dehydrogenase 1 (IDH1): qHTS; AID 602179, 2012; Potency, µM (series often up to 76.6 µM), without a hit: at the highest dose activity change, negative = inhibition, actives largely listed as inhibitors; IDH1-R132H enzyme, NADPH consumption, diaphorase/resazurin fluorescence; 0.093% of 390,000 active; note: potency is the fitted concentration of half-maximal effect; % is set by controls: 0 for no effect and ±100 for the full control effect; nearly all actives have a fitted effect of over 65% in size
# Target sequence (O75874 whole entry R132H, stated change not applied): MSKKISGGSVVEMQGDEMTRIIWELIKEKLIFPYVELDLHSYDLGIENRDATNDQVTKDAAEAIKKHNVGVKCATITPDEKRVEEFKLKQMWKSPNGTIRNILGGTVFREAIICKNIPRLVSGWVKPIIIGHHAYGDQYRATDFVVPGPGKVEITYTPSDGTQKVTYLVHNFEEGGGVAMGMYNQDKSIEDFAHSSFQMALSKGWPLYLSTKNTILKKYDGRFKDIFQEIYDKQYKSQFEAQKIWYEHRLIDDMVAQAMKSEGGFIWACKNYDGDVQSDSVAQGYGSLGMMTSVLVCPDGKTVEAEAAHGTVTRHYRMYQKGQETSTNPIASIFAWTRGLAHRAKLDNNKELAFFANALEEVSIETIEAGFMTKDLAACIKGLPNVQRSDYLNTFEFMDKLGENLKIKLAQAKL
#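 IDH1-R132H (0.5 ug/mL) preincubated 30 min with compound, then NADPH (0.016 mM) and alpha-KG (2 mM) added; 80 min at RT, pH 7.5. Remaining NADPH coupled via diaphorase/resazurin to fluorescence (540/590 nm); concentration-response curves normalized to no-enzyme control.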
# TRHR enhancer: qHTS for Small Molecule Agonists and Allosteric Enhancers of Human TRH Receptor: Primary Screen for Enhancers | TRHR cells, fluo-8 calcium fluorescence, EC20 TRH enhancement | Thyrotropin-releasing hormone receptor (Homo sapiens), P34981 | 0.66% of 360,000 active | enhancement, % at 2 µM; in the data active = enhancement above about 30%; note: 0% is about no effect
#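 Enhancer read-out: after compound pinning and an initial kinetic agonist-mode read, an EC20 of TRH (10 nM final) was injected and fluo-8 calcium signal (Ex 480/Em 530) followed at 1 s/cycle for 100 cycles in TRHR-expressing cells.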
# Pin1 inh: qHTS Assay to Find Inhibitors of Pin1; Pin1 FP peptide displacement, HiFluor488, 10 min; 0.009% of 390,000 active; AID 504891, 2011; Potency, µM (series often up to 115 µM), without a hit: at the highest dose activity, negative = inhibition, hits mostly inhibitors; Peptidyl-prolyl cis-trans isomerase NIMA-interacting 1 (Homo sapiens), Q13526; active = well fitted inhibition curve with a large enough effect in the polarisation, with a control signal flat, not every such curve was filed as active; inconclusive = small, poorly fitted or top-dose-only effect, or effect the other way, or a change in a side signal; inactive = no such curve, though single readings can be large or run the other way; the % refers to the polarisation; note: potency is the fitted concentration of half-maximal effect; % is set by controls: 0 for no effect and ±100 for the full control effect
# Target sequence (Q13526 whole entry, looked up): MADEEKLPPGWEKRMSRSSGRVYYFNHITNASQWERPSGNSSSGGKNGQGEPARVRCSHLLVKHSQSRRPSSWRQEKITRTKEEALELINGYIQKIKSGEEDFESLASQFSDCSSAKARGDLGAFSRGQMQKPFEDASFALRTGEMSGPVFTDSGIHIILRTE
# Starred values were filed as active, the others as inactive; u = inconclusive; x = no result given; [ ] = dose if it differs, or a comment. Unless noted, calls come from the whole dose curve; as a rule, active = well fitted inhibition curve with a large enough effect; inconclusive = small, poorly fitted or top-dose-only effect; inactive = no such curve, though single readings can be large or run the other way. The list is partial, so the mix of outcomes need not match the whole.
Structure	TRHR enhancer	TRHR ag	TrxR1 substrate	TrxR1 inh	mIDH1 inhibitor	D2 antagonist	D2 agonist	USP1-UAF1 inh	Pin1 inh
CCN1CCN(C(=O)Cc2coc3ccc4ccccc4c23)CC1	3	0.5	3%	35%[57.1 µM]	-2%	-21	0.4	-13%	-1%
COC(=O)C1=C(c2cc3ccccc3o2)C[C@@H]2CC[C@H]1N2C(=O)NCc1ccccc1	x	x	4%	12%	-10%	x	x	-21%	0%
O=C(c1ccc(N2CC3CC(C2)c2cccc(=O)n2C3)c([N+](=O)[O-])c1)N1CCCCC1 (stereo not given)	-1	-0.7	-1%	3%	0%	2	-1.2	-4%	-1%
CC(C)(C)n1cc(C(=O)c2ccccc2)cc1-c1ccccc1	-7	0.5	-2%[57.1 µM]	18%[57.1 µM]	-3%	-17	-1.9	-16%	-6%
CC1(C)N=C(c2ccccc2)[C@@H]2C(c3ccc([N+](=O)[O-])cc3)N21 (stereo not given in full)	-1	0.6	2%	11%[0.457 µM]	4%	-13	-0.2	-20%	-2%
CCn1c(O)c(/C=N/NC(=O)c2ccccc2)c(=O)[nH]c1=S	-7	0.7	-7%	-3%	-4%	-4	-0.7	-21%	3%
COc1ccc(C(O)P(=O)(OC(C)C)OC(C)C)cc1 (stereo not given)	-3	0.3	-4%	5%	2%	-16	1.1	1%	-1%
CCC1(CC(C)C)C(=O)NC(=S)NC1=O	x	x	-3%	-5%	9%	x	x	-19%	-8%
Cc1ccc(OC(F)F)c(N2C(=O)C3C4CCC(O4)C3C2=O)c1 (stereo not given)	10	0.9	3%	22%	-4%	5	-0.5	-23%	0%
COc1ccc(S(=O)(=O)N2CC3CC(C2)c2cccc(=O)n2C3)cc1 (stereo not given)	23	0.2	3%[57.1 µM]	26%[57.1 µM]	1%	x	x	-10%	0%
O=C1CSC2(CN3CCC2CC3)N1 (stereo not given)	-5	-0.4	-3%	1%	4%	5	-1.1	-13%	0%
O=C(CN1CCCCC1)Nc1ccc(Br)cc1C(=O)c1ccccc1Cl	-3	0.3	-3%	-5%	5%	-10	0.3	-20%	6%
O=C(CN1CCCCC1)NCC(=O)Nc1ccc(Br)cc1C(=O)c1ccccc1	-6	-0.6	-8%	-14%	19%	18	-1.0	-5%	0%
CCOP(=O)(Cc1ccc(C#N)o1)OCC	-6	1.0	0%[11.4 µM]	16%[57.1 µM]	2%	15	1.4	-4%	6%
C=CCn1c(O)c(C(CC)=NCCC2=CCCCC2)c(=O)[nH]c1=O	0	0.0	-5%	-10%	1%	0	-0.5	-19%	0%

# Look-ups from the entries so far:
# Value for COc1ccc(C(O)P(=O)(OC(C)C)OC(C)C)cc1 (stereo not given) under TRHR ag: 0.3
# Value for O=C(CN1CCCCC1)NCC(=O)Nc1ccc(Br)cc1C(=O)c1ccccc1 under mIDH1 inhibitor: 19%

# (next part)
Structure	TRHR enhancer	TRHR ag	TrxR1 substrate	TrxR1 inh	mIDH1 inhibitor	D2 antagonist	D2 agonist	USP1-UAF1 inh	Pin1 inh
CC(N)Cc1c[nH]c2c1ccc1ccccc12 (stereo not given)	-11	0.8	-3%	11%	1%	-3	-0.3	-3%	4%
COc1cccc(-n2c(/C=C/c3cccc(C)c3)nc3ccccc3c2=O)c1	9	0.2	0%	10%	20%	x	0.8	u	3%
CC1=NN(c2ccccc2)C(=O)C1=C(C)C	-6	2.5	3%	30%	-4%	-8	1.2	-24%	u
CC(C)NCC(O)c1ccc(C2CCCC2)cc1 (stereo not given)	-2	0.5	4%	9%	5%	-3	0.8	-5%	-3%
CCCCN(Cc1ccccc1)C1CCN(CCc2ccccc2)CC1	-1	-0.9	2%	13%	9%	56*	-1.3	-24%	65%[activator]
Cc1ccc(S(=O)(=O)NP(=O)(Oc2ccccc2)Oc2ccccc2)cc1	-2	0.0	8%	-4%	-9%	9	0.5	-6%	-13%
O=C(Nc1ccccc1)NC1CC2CCC(C1)N2 (stereo not given)	3	0.6	-8%	-23%	1%	-25	0.2	0%	7%
O=C(c1ccc2c(c1)ncn2-c1ccc(F)cc1F)N1CCC2(CC1)OCCO2	2	0.3	7%[57.1 µM]	9%[57.1 µM]	-1%	7	1.1	u	0%
CC1CN=C(Nc2ccc(N(C)C)cc2)S1 (stereo not given)	-3	0.2	14%	26%	-2%	4	-0.1	-18%	-5%
COCC(C)OC(=O)c1c(N)n(Cc2ccco2)c2nc3ccccc3nc12 (stereo not given)	3	1.9	106%[activator][57.1 µM]	-2%[57.1 µM]	2%	-8	4.3	-10%	u
CC(C(N)=O)N1CC(c2ccccc2)CC1=O (stereo not given)	20	-0.2	-4%	-5%	-1%	0	45*	4%	3%
COC(=O)c1ccc(-c2nc(-c3ccc(Br)o3)no2)cc1	3	-0.6	-5%	-8%	2%	8	1.4	u	5%
COc1ccc(-n2c(Cc3cccc([N+](=O)[O-])c3)nc3ccccc3c2=O)cc1	6	-0.3	3%	18%	3%	-3	0.0	2%	7%
CC(=O)C1(c2ccccc2)CCN(C(=O)C2CCC(=O)N(CCc3cccc(F)c3)C2)CC1 (stereo not given)	-1	0.0	1%	5%	2%	-18	0.2	-3%	-1%
COc1c(/C=C2/C(=O)NC(=O)N(C)C2=O)c(CCN(C)C(=O)c2ccccc2)cc2c1OCO2	1	0.1	-3%	u	-2%	-14	1.1	-19%	-2%
O=C(NCc1cccnc1)C(Cl)(Cl)Cl	6	0.0	-7%	-19%	-2%	-9	1.3	-7%	2%
CC(CN(C)C1CCN(C)CC1)c1ccccc1 (stereo not given)	7	0.9	0%	13%	0%	-9	1.6	-19%	8%
COc1cccc(-n2c(O)c(C=NCCN3CCNCC3)c(=O)[nH]c2=S)c1	-7	0.3	-20%	-36%	-9%	14	-0.4	-17%	-1%
COc1ccc(OC)c(-n2c(O)c(C=NCCN3CCNCC3)c(=O)[nH]c2=S)c1	-3	0.3	-3%	-20%	5%	7	0.8	-20%	3%
CCOC(=O)c1c(C)n(C(C)C)c2ccc(OC(=O)c3ccc(N4C(=O)CCC4=O)cc3)cc12	1	0.1	8%[57.1 µM]	4%[57.1 µM]	14%	4	1.0	-9%	0%
CN1CCC(O)(c2ccccc2)C2CCCC21 (stereo not given)	0	1.0	-3%	-4%	-1%	2	-0.2	-14%	1%
Cn1cc(C(=O)NC2CC2)c2ccccc21	-4	0.4	12%	16%	3%	-3	9.3	-14%	-3%
Cc1cc(OC(=O)N(C)C)n(-c2ccccc2)n1	17	0.2	-16%	-22%	-4%	-29	0.6	-25%	3%
O=C1NC(=O)N(c2ccccc2)C(=O)/C1=C\c1ccccc1[N+](=O)[O-]	-11	0.3	9%[57.1 µM]	u	8%	3	0.6	-6%	-15%
O=C(Nc1cccc(OC(=O)N2CCCCC2)c1)N1CCOCC1	1	0.6	0%	4%[57.1 µM]	2%	4	1.3	6%	12%
Cn1c(N2CCNCC2)nc2ccccc21	-3	0.1	9%	-14%	0%	-29	1.2	-1%	-1%
CCC(=NCCC(c1ccccc1)c1ccccc1)c1c(O)[nH]c(=O)[nH]c1=O	-2	-0.2	-4%[57.1 µM]	6%[57.1 µM]	-9%	2	0.3	-19%	6%
Cc1cccc(NC2=NCCCS2)c1C	1	0.0	7%	9%	7%	38*	0.5	u	2%
O=c1[nH]c(O)c(N=Nc2ccc(S(=O)(=O)N3CCOCC3)cc2)c(=O)[nH]1	3	0.1	0%	17%	-4%	4	0.5	-30%	17%
Fc1ccc(C2NCCc3[nH]cnc32)cc1 (stereo not given)	0	0.7	-8%	-11%	2%	17	0.2	-7%	-2%

# Just mIDH1 inhibitor, TRHR enhancer and D2 agonist, for 4 of the compounds above:
mol | mIDH1 inhibitor | TRHR enhancer | D2 agonist
CN1CCC(O)(c2ccccc2)C2CCCC21 (stereo not given) | -1% | 0 | -0.2
Cn1cc(C(=O)NC2CC2)c2ccccc21 | 3% | -4 | 9.3
Cc1cc(OC(=O)N(C)C)n(-c2ccccc2)n1 | -4% | 17 | 0.6
O=C1NC(=O)N(c2ccccc2)C(=O)/C1=C\c1ccccc1[N+](=O)[O-] | 8% | -11 | 0.6

# Carrying on.
Structure	TRHR enhancer	TRHR ag	TrxR1 substrate	TrxR1 inh	mIDH1 inhibitor	D2 antagonist	D2 agonist	USP1-UAF1 inh	Pin1 inh
O=C1NC(=O)N(Cc2ccccc2)C(=O)/C1=C\c1ccco1	3	6.6	-6%[57.1 µM]	-50%	3%	x	x	-15%	u
CCCC(=O)C1C(=O)NC(=O)NC1=O	-4	-0.1	-3%	-3%	0%	5	0.7	-8%	-14%
CCOc1cc(CNCCc2c[nH]c3ccccc23)cc(Cl)c1OC	-10	1.4	7%[57.1 µM]	32%[57.1 µM]	1%	9	0.6	-4%	0%
Cc1ccc(-c2nc3ccc(Cl)cc3n2OC(=O)N(C)C)cc1	-7	0.5	9%[57.1 µM]	-2%[57.1 µM]	16%	-7	-1.5	9%	-8%

# Screens (PubChem)
